# High-throughput results from PubChem BioAssay.
# RXFP1 agonist: RXFP1 (human) receptor agonism | Q9HBX9 | 0.3% of 370,000 active | Potency, µM (highest dose often 57.5 µM), without a hit: at the highest dose activation, usual class: activators | HEK293T-RXFP1 cAMP TR-FRET, 30 min; response scale: percent of porcine relaxin response, buffer zero; active = well fitted activation curve with a large enough effect; inconclusive = small, poorly fitted or top-dose-only effect; also: potency is read from the fitted curve at half-maximal effect; % is scaled to controls: 0 for no effect and ±100 for the full control effect; nearly all actives have a fitted effect of over 60% in size; many of its hits are not listed in these tables
#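 Agonist response is measured as cAMP accumulation in an RXFP1-transfected HEK293T line under PDE4 inhibition. Values are scaled between buffer-only and 29 nM porcine relaxin, and EC50s come from standard Hill equation fits.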
# D1 agonist: agonists of human D1 dopamine receptor | P21728 | HEK293 T-REx D1 cells, calcium flux, agonist mode | activation, % at 2 µM | 1% of 360,000 active | AID 504660; in the data active = activation above about 30%; also: 0% is about no effect
#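 Agonism was scored from calcium flux recorded over 180 s (1 read/s) after pintool compound addition, following a 10-cycle baseline. Cells were inducible force-coupled HEK293 TREx D1, plated overnight at 30 C and loaded with no-wash calcium dye.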
# D1 antagonist: antagonists of human D1 dopamine receptor | P21728 | HEK293 TREx D1 cells, calcium flux, dopamine EC80; stronger effect = lower value | activity change, negative = inhibition, % at 10 µM | 3.2% of 360,000 active; in the data active = activity change below about -30%; also: % is scaled to controls: 0 for no effect and ±100 for the full control effect
#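 Cells carrying a force-coupled, tetracycline-inducible human D1 receptor report calcium flux. Each well gets a 10 s baseline, compound with 180 s monitoring, then an EC80 dopamine stimulus with a second 180 s kinetic read.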
# D2 ag: D2 dopamine receptor (human) agonism; P14416; HEK293 T-REx D2 cells, calcium flux agonist mode; activation, % at 2 µM; 0.53% of 340,000 active;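 active = activation over 3 SD above normal in the single-dose calcium agonist read, cut at about 30% in these data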; also: 0% is about no effect
# Target sequence (P14416 whole entry, looked up): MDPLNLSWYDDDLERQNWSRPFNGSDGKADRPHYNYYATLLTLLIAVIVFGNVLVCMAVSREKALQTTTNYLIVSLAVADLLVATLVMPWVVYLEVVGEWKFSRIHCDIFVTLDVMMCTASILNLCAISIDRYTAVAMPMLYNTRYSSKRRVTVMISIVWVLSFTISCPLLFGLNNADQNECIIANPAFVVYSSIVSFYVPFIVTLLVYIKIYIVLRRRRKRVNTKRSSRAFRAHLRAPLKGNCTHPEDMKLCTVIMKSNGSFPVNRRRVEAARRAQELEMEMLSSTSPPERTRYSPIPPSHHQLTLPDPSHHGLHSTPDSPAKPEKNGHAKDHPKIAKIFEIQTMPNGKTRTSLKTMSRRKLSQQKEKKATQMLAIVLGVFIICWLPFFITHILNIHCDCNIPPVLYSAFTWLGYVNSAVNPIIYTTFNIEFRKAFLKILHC
#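 Agonism is scored from calcium flux in a force-coupled, inducible HEK293 cell line expressing D2, read kinetically for 180 s after compound addition against dopamine controls.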
# RXFP1 antag: blocks the human relaxin receptor RXFP1; HEK293-RXFP1, relaxin-stimulated cAMP HTRF, 30 min; stronger effect = lower value; 0.59% of 350,000 active; activity change, negative = inhibition, % at 57.5 µM;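 active = activity change of -60% or lower, but not beyond a set lower limit; inconclusive = change between -60% and -40%, or beyond the set limit; inactive = change above -40%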; also: % is scaled to controls: 0 for no effect and ±100 for the full control effect
# D2 PAM: positively modulates the human D2 dopamine receptor allosterically. HEK293 T-REx D2, calcium flux, EC20 dopamine potentiation. potentiation, % at 10 µM. 0.34% of 340,000 active. AID 485347;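 active = potentiation over 3 SD above the plate norm, cut at about 30% in these data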; also: 0% is about no effect
#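 Using a no-wash calcium dye in inducible, force-coupled HEK293 Trex cells expressing D2, we tracked fluorescence each second for 180 s after compound, then for 180 s after EC20 dopamine to detect augmented signalling.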
# TRHR PAM: TRH receptor (human) allosteric enhancement; TRHR cells, fluo-8 calcium fluorescence, EC20 TRH enhancement; enhancement, % at 2 µM; P34981; 0.66% of 360,000 active; in the data active = enhancement above about 30%; also: 0% is about no effect
# Target sequence (P34981 whole entry, looked up): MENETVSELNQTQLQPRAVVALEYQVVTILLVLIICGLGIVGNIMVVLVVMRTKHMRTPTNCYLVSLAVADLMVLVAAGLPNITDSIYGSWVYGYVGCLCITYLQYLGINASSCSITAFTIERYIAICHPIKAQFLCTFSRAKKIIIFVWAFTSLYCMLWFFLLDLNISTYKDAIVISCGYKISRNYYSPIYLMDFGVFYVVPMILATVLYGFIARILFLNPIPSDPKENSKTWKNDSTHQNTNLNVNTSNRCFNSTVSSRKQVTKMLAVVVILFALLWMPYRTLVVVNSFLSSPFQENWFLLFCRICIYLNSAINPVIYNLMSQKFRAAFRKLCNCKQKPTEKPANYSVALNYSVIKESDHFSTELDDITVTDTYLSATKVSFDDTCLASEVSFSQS
#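 Enhancer read-out: after compound pinning and an initial kinetic agonist-mode read, an EC20 of TRH (10 nM final) was injected and fluo-8 calcium signal (Ex 480/Em 530) followed at 1 s/cycle for 100 cycles in TRHR-expressing cells.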
# D2 antagonist: antagonizes the human D2 dopamine receptor; 2% of 340,000 active; HEK293 TREx D2 cells, calcium flux, dopamine EC80; inhibition, % at 10 µM; P14416; in the data active = inhibition above about 30%; also: 0% is about no effect
#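 Measurement of antagonist activity uses fluorescent calcium dye in inducible HEK293 T-REx D2 cells: 10 s baseline, compound addition with 180 s read, EC80 dopamine addition with a further 180 s read.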
# D1 PAM: enhances dopamine response at the human D1 receptor; P21728; HEK293 TREx D1 cells, calcium flux, dopamine EC20 potentiation; potentiation, % at 10 µM; 0.036% of 360,000 active; AID 504651; in the data active = potentiation above about 30%; also: 0% is about no effect
# * marks the source's active call; other numbers are inactive results; ? = inconclusive; / = not tested or not shown. An excerpt (hit frequency here may not be typical).
SMILES,RXFP1 agonist,D1 agonist,D1 antagonist,D2 ag,RXFP1 antag,D2 PAM,TRHR PAM,D2 antagonist,D1 PAM
CN1CCC(c2c[nH]c3ccccc23)C1 (stereo unspecified),-5.6%,5.6,-31.9*,-0.5,5.5,-40.1,12.8,-46.5,-5.2
COc1cc(/C=N/n2cnnc2)ccc1OC(=O)N(C)C,0.6%,4.3,-5.4,-2.3,-4.6,6.6,0.6,5.4,-5.4
Cc1cccc(NP(=O)(Oc2ccccc2F)Oc2ccccc2F)c1,5.1%,8.5,7.3,-0.7,/,3.9,1.8,-7.5,1.2
O=C(CN1C(=O)CN=C(c2ccccc2)c2ccccc21)NCc1ccco1,-0.8%,-0.4,11.0,3.1,5.6,/,2.7,-3.0,-5.8
O=C(CCC(=O)N1CCC2(CC1)OCCO2)Nc1nnc(C(F)(F)F)s1,0.0%,0.5,3.3,-0.2,7.1,-6.4,0.4,6.3,-0.7
CN1C(=O)C(=Cc2ccccc2OS(=O)(=O)c2ccccc2)C(=O)N(C)C1=O,-1.0%,2.9,7.5,-0.3,-0.4,-8.5,-5.2,11.2,-0.2
COC(=O)C1=C(c2ccc(F)cc2F)C[C@@H]2CC[C@H]1N2C,-1.4%,1.4,12.7,-0.1,/,-3.4,-7.3,15.2,-1.7
CCc1cc(=O)oc2cc(OCC(=O)N3C[C@H]4C[C@@H](C3)c3cccc(=O)n3C4)c(Cl)cc12,3.6%,1.0,4.0,0.1,/,-0.4,6.9,-10.0,-0.2
CCOC(=O)C1=C(C)OC(N)=C(C(=O)OC)C12C(=O)Nc1ccc(Br)cc12 (stereo unspecified),1.1%,2.4,41.7,1.1,-7.5,-1.1,0.7,-2.6,-6.2
O=P(C(c1ccc2c(c1)OCO2)N1CCOCC1)(N1CCOCC1)N1CCOCC1 (stereo unspecified),-4.1%,1.6,-4.3,0.5,0.4,-4.7,-5.5,1.1,-2.3
COc1ccccc1N=Nc1c(O)[nH]c(=S)[nH]c1=O,1.2%,2.3,-9.3,1.0,-10.5,1.3,-10.1,0.3,-4.0
O=c1[nH]c(Cl)ccc1CN1CCOCC1,0.5%,3.2,-10.8,0.1,/,-4.1,4.6,-14.9,-7.5
OCC12COC3c4ccccc4C(OC1)N32 (stereo unspecified),-0.5%,0.6,3.7,0.8,4.6,-0.4,0.0,-21.4,-0.8
CCN1CCC2(CC1)NC(CO)(CO)CO2,-0.5%,1.4,-3.9,0.1,-2.5,9.1,3.6,7.6,-6.5
CCOc1ccc(CN(CCc2ccc3c(c2)OCO3)Cc2cccc(OC)c2)cc1,-0.8%,0.7,0.8,/,/,-26.7,-2.1,/,-1.3
Cc1cc(C)n2nc(C)[n+](C)c2n1,-0.1%,3.4,-4.8,-0.4,-1.3,14.5,-6.1,-13.4,-0.6
CCCCCCN1CCN(c2ccc(Cl)cc2)CC1,0.5%,2.1,3.9,0.1,-5.6,-27.1,-3.8,50.9*,-6.4
Cc1cc(C(=O)OCC(=O)Nc2ccc(F)cc2F)c(C)n1C1CC1,-0.3%,0.7,-13.5,/,0.8,/,12.0,/,6.4
CCCCC(=O)N/N=C/c1c(O)n(C2CC2)c(=S)[nH]c1=O,6.5%,-0.7,-2.6,0.2,-2.4,4.0,3.7,-5.5,-5.4
O=C1NC(=O)N(c2ccccc2F)C(=O)/C1=C/c1cn(CC(=O)N2CCOCC2)c2ccccc12,1.0%,5.7,-5.7,0.7,-13.7,13.2,2.1,-8.6,0.3

# 10 entries from above, with tabs.
Molecule	RXFP1 agonist	D1 agonist	D1 antagonist	D2 ag	RXFP1 antag	D2 PAM	TRHR PAM	D2 antagonist	D1 PAM
COc1ccccc1N=Nc1c(O)[nH]c(=S)[nH]c1=O	1.2%	2.3	-9.3	1.0	-10.5	1.3	-10.1	0.3	-4.0
O=c1[nH]c(Cl)ccc1CN1CCOCC1	0.5%	3.2	-10.8	0.1	/	-4.1	4.6	-14.9	-7.5
OCC12COC3c4ccccc4C(OC1)N32 (stereo unspecified)	-0.5%	0.6	3.7	0.8	4.6	-0.4	0.0	-21.4	-0.8
CCN1CCC2(CC1)NC(CO)(CO)CO2	-0.5%	1.4	-3.9	0.1	-2.5	9.1	3.6	7.6	-6.5
CCOc1ccc(CN(CCc2ccc3c(c2)OCO3)Cc2cccc(OC)c2)cc1	-0.8%	0.7	0.8	/	/	-26.7	-2.1	/	-1.3
Cc1cc(C)n2nc(C)[n+](C)c2n1	-0.1%	3.4	-4.8	-0.4	-1.3	14.5	-6.1	-13.4	-0.6
CCCCCCN1CCN(c2ccc(Cl)cc2)CC1	0.5%	2.1	3.9	0.1	-5.6	-27.1	-3.8	50.9*	-6.4
Cc1cc(C(=O)OCC(=O)Nc2ccc(F)cc2F)c(C)n1C1CC1	-0.3%	0.7	-13.5	/	0.8	/	12.0	/	6.4
CCCCC(=O)N/N=C/c1c(O)n(C2CC2)c(=S)[nH]c1=O	6.5%	-0.7	-2.6	0.2	-2.4	4.0	3.7	-5.5	-5.4
O=C1NC(=O)N(c2ccccc2F)C(=O)/C1=C/c1cn(CC(=O)N2CCOCC2)c2ccccc12	1.0%	5.7	-5.7	0.7	-13.7	13.2	2.1	-8.6	0.3

# (next part)
SMILES,RXFP1 agonist,D1 agonist,D1 antagonist,D2 ag,RXFP1 antag,D2 PAM,TRHR PAM,D2 antagonist,D1 PAM
CCOP(=S)(OCC)SCC(=O)NC(C)(CC)C(=O)O (stereo unspecified),0.4%,0.5,-18.9,0.5,1.5,-0.1,-3.8,20.1,-0.8
c1ccc(CN2CCN(Cc3ccc4ccccc4c3)CC2)cc1,4.4%,1.8,-12.4,-0.4,-12.6,-19.4,-3.7,18.7,-6.2
CCOC(=O)c1[nH]ncc1CN1CCCC(C(=O)c2cccc(Cl)c2)C1 (stereo unspecified),4.8%,43.5*,-12.9,0.4,-5.0,-9.6,3.7,-1.0,-12.4
N#CC(C#N)=C(N)c1cccnc1,1.5%,3.2,-7.9,1.8,-10.8,-0.5,3.7,4.9,-13.5
CC(=O)N1N=C2C3CCN(CC3)C2C1c1ccccc1 (stereo unspecified),0.3%,2.7,13.6,-0.1,3.7,9.5,2.7,17.5,-5.7
COc1ccc2c(c1O)[C@]13CCN(C)[C@H](C2)[C@@H]1CCC(=O)C3,-1.4%,3.9,-2.3,0.0,21.2,13.5,7.3,5.4,3.9
O=C1NC(=O)C(=Cc2ccc(-c3cc(Cl)ccc3[N+](=O)[O-])o2)C(=O)N1,-3.5%,-0.2,20.1,2.2,-14.0,-12.0,-1.1,7.3,7.0
CC(=NCCN1CCCCC1)c1c(O)n(-c2ccc(Cl)cc2)c(=O)[nH]c1=O,-2.0%,1.4,0.6,0.3,-10.4,-1.4,-4.1,-27.3,-1.9
Clc1ccc2c(c1)C(OC1CN3CCC1CC3)c1ccccc1CS2 (stereo unspecified),0.4%,34.9*,-50.2*,1.0,/,-19.3,7.0,-14.2,-8.2
Cc1ccc(-c2nn(CCC#N)cc2C(=O)O)cc1C,0.6%,2.6,0.4,/,-6.4,/,-1.8,/,1.5
Fc1ccc(Cn2nnnc2C(c2ccc(F)cc2)N2CC=C(c3ccc(F)cc3)CC2)cc1 (stereo unspecified),0.4%,4.8,1.9,1.6,-33.4,8.0,-4.8,-2.8,10.2
Cc1cc(/C=C2\C(=O)NC(=O)N(c3ccc(Cl)cc3)C2=O)c(C)n1-c1sc2c(c1C#N)CCCC2,0.0%,4.5,-2.8,-0.6,-33.8,7.5,-0.1,-2.2,-8.1
Brc1ccc2[nH]cc(/C=N/N3CCCCC3)c2c1,1.2%,6.0,-4.9,0.7,-5.3,-17.7,-2.2,-15.2,-8.2
O=c1[nH]c(=O)n(Cc2ccc(F)cc2)c(O)c1C=NCC1CCCO1 (stereo unspecified),-0.4%,1.0,-12.6,-0.2,-2.3,-7.3,17.6,-13.1,3.8
COc1ccc(S(=O)(=O)NC(CC(=O)N2CCC3(CC2)OCCO3)c2ccco2)cc1 (stereo unspecified),-1.0%,0.3,-14.1,0.6,-3.4,2.7,-6.4,-12.7,-5.8
CCCCC/C(=N\O)c1c[nH]c2ccccc12,-2.1%,-1.4,13.6,-0.5,-34.9,-4.7,4.3,14.1,-6.2
COC(=O)C1=C(c2ccc(F)cc2F)C[C@@H]2CC[C@H]1N2C(=O)NCC1CC1,0.8%,-0.8,9.5,-0.1,/,16.8,-4.8,2.8,-4.7
O=C(c1ccccc1)c1cn(CC(=O)N2CCCC2)c2ccccc12,0.0%,0.1,3.2,0.0,-6.6,-9.4,0.7,5.7,-0.3
Cc1ccc(C(=O)Nc2ccccc2)cc1S(=O)(=O)N1CCCC1,1.5%,3.5,15.1,-0.4,/,2.8,-7.0,/,-5.0
CN(C)C(=O)Oc1cccc(-c2cn3cc(Cl)ccc3n2)c1,0.4%,-0.1,19.9,-0.8,1.9,1.0,1.1,-11.7,-3.2
O=c1[nH]c(O)c(C=Nc2cc(F)cc(F)c2)c(=O)[nH]1,?,3.0,11.5,0.0,0.3,4.8,-2.0,-4.8,-6.0
O=C(OCC(=O)c1ccc([N+](=O)[O-])cc1)/C(=C\c1ccc(Cl)cc1)NC(=O)c1ccccc1,0.4%,0.1,-0.8,/,-3.2,/,-2.8,/,3.3
CCCOC(=O)COc1cc(C)cc2oc(=O)c3c(c12)CCC3,0.4%,1.5,2.5,-0.8,-24.3,-7.1,-7.0,9.7,-3.5
FC(F)(F)c1ccccc1CN1CCN(Cc2ccccc2)CC1,-0.8%,0.9,1.4,1.2,10.0,-20.5,8.8,26.7,2.2
CN(C)C(=O)Oc1ccnc2cc(Cl)ccc12,-1.0%,0.4,-1.0,0.1,-8.6,1.8,1.0,0.1,4.4
Cn1c(O)c(/C=N/N2CCOCC2)c(=O)n(C)c1=S,0.0%,2.9,8.3,1.3,0.7,-0.4,-1.7,6.7,-1.9
CSc1ncc(Cl)c(C(=O)O)n1,1.8%,2.6,-9.4,0.3,-2.0,-2.4,-1.1,-5.5,0.4
CC(C)NC(C)C(=O)C12CC3CC(CC(C3)C1)C2 (stereo unspecified),-1.7%,3.1,-10.4,1.3,-3.3,-5.8,-5.3,-6.7,-6.3
